# PTPN22 inh 2 = blocks human PTPN22 phosphatase activity | inhibition, % at 2 µM | 96,000 compounds, 0.21% hits | Q9Y2R2 | recombinant LYP catalytic domain, DiFMUP fluorescence;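 active means inhibition at 2 µM at or above a set limit, the screen mean plus 3 SD, cut at about 24% in these data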;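 further: 0% = DMSO with enzyme and 100% = enzyme fully blocked by orthovanadate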
# Target sequence (Q9Y2R2 whole entry, looked up, the tested form may be a part): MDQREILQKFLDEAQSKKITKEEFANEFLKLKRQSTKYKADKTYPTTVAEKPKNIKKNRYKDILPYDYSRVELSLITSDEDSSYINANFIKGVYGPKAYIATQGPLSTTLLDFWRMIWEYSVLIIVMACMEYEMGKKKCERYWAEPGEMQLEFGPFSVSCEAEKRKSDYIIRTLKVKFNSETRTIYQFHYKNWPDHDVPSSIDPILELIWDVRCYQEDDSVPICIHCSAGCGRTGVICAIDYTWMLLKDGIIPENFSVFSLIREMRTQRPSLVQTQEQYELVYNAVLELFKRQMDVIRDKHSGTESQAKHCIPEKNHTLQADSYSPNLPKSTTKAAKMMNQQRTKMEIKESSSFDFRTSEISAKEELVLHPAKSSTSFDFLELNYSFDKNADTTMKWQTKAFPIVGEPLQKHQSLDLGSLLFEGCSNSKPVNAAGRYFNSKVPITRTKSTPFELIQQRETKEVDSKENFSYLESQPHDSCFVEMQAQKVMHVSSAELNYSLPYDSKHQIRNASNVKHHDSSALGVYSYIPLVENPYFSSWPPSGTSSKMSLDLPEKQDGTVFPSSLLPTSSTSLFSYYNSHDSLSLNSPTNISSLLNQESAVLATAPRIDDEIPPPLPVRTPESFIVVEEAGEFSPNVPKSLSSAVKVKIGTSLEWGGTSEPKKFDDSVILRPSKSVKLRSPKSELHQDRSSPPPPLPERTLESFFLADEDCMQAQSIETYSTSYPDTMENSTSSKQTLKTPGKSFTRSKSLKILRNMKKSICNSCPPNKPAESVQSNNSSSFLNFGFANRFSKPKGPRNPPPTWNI
# PTPN22 act = activators of human LYP (PTPN22) phosphatase; activation, % at 2 µM; AID 697; Q9Y2R2; recombinant LYP, DiFMUP fluorescence; 0 = plate median, 100 = signal doubled; 96,000 compounds, 0.11% hits;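 active means activation at 2 µM above a set limit, the mean plus 5 SD, cut at about 37% in these data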
# EphB4 ephrin blk = blocks human EphB4 binding to ephrin-B2. P54760. 97,000 compounds, 0.15% hits. EphB4 LBD / TNYL-RAW-Alexa532 peptide, fluorescence polarization. inhibition, % at 7 µM;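 active means inhibition above the screen-wide mean inhibition plus 3 SD, cut at about 15% in these data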;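 further: 0% = DMSO wells and 100% = excess unlabeled TNYL-RAW peptide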
# PLK1 PBD inh = inhibitors of human Plk1 polo box domain binding; P53350; Plk1 PBD phosphopeptide binding, fluorescence polarization; inhibition, %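 (tested at about 20 µM)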; 97,000 compounds, 0.13% hits; AID 693; in the data active means inhibition above about 34%, passing the limit was not always enough
# Rev-RRE block = inhibitors of HIV-1 Rev-RRE RNA interaction; P05866; 97,000 compounds, 0.79% hits; AID 704; Rev peptide-RRE RNA binding, FRET; inhibition, % at 8 µM;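 active means inhibition above the screen-wide mean plus 3 SD, cut at about 35% in these data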;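 further: 0% = median DMSO wells and 100% = median Neomycin B control wells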
# Target sequence (P05866 whole entry, looked up): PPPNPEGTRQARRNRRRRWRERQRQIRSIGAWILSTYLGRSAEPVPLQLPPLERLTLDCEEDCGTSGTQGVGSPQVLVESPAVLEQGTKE
#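 System: Cy5-labelled duplex RRE RNA binding fluorescein-labelled HIV Rev peptide; Signal: fluorescein-to-Cy5 FRET, 480 nm excitation; Also added: labelled Rev peptide; Compound: one concentration, 8 µM nominal; Buffer or medium: HEPES pH 7.5 salt buffer with EDTA; Read-out: % inhibition of FRET ratio versus controls; Schedule: 5 min preincubation and 15 min binding, 25 °C.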
# Calb biofilm kill = kills Candida albicans biofilms | C. albicans biofilm + clotrimazole, Alamar Blue | inhibition, % at 6 µM | 85,000 compounds, 0.14% hits | AID 834;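 active means inhibition above 20%; inactive means inhibition below 20%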;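 further: preformed 24 hr biofilms exposed to compound for 48 hr; 0% = biofilm without compound and 100% = blank killed by clotrimazole plus chlorhexidine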
# PLK1 inh = blocks human PLK1 kinase activity; P53350; inhibition, % at 10 µM; recombinant PLK1 kinase, TR-FRET peptide phosphorylation; 97,000 compounds, 0.53% hits;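 active means inhibition of 50% or more in the single-concentration screen; inactive means inhibition below 50%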;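 further: 0% = DMSO max control and 100% = H-89 dihydrochloride min control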
# CYP2C9 inh = human CYP2C9 inhibition. P11712. CYP2C9 Supersomes, luciferin-H conversion, luminescence. inhibition, % at 5 µM. 96,000 compounds, 20% hits. AID 777;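 active means blocking of liver enzyme CYP2C9 beyond about 50% at 5 µM, limit read from the data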; further: values of inactives mirror those of a sister screen read the other way
# CYP2C9 activ = increases human cytochrome P450 2C9 activity. recombinant CYP2C9, luciferin-H conversion, luminescence; hits give high values; factor 1 = untreated enzyme, 0 = blocked. activation factor at 5 µM. 96,000 compounds, 1.4% hits;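 active means activation factor of 2 or more for CYP2C9 at a 5 µM dose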;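 further: 0 = sulfaphenazole-blocked wells and 1 = vehicle-only wells; values of inactives mirror those of a sister screen read the other way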
# * marks the source's active call; other numbers are inactive results; x = not tested or not shown. Not a hit list. About 20% of those tested had a hit in this group.
SMILES,PTPN22 inh 2,PTPN22 act,EphB4 ephrin blk,PLK1 PBD inh,Rev-RRE block,Calb biofilm kill,PLK1 inh,CYP2C9 inh,CYP2C9 activ
CCCCNC(=O)C1C2C=CC3(CN(Cc4ccc(C)cc4)C(=O)C13)O2 (stereo not drawn),-4,2,9,-12,-1,9,-14,12,0.9
COc1ccc(S(=O)(=O)n2nc(OC(=O)c3cccs3)cc2N)cc1,-7,5,-3,13,-2,x,-6,73*,0.3
CCn1c(=N)c(C(N)=O)cc2c(=O)n3cccc(C)c3nc21,5,-2,-2,6,0,-3,-11,x,x
CCOC(=O)C1CCN(S(=O)(=O)Cc2ccccc2)C1=O (stereo not drawn),-7,5,15*,0,15,7,0,6,0.9
CCCN(CCC)C1Sc2ccc(C(=O)OC)cc2NC1=O (stereo not drawn),4,-4,-9,8,17,3,-11,-12,1.1
COc1ccc(CN(CCN2CCOCC2)C(=O)c2c(F)cccc2F)cc1OC,-1,1,-4,-2,6,9,8,37,0.6
N#Cc1c(-c2ccccc2)ccnc1Oc1ccccc1,11,-9,6,-38,7,x,-6,24,0.8
CC(=O)OCc1c(C(F)(F)F)nn(C)c1Oc1ccccc1,x,x,-6,-15,0,x,-6,22,0.8
Cc1c(Cl)c(-c2n[nH]c(=S)n2Cc2ccco2)nn1C,-10,10,10,-3,4,x,-6,32,0.7
O=S(=O)(Nc1cccnc1)c1ccc(Cl)cc1,5,-2,3,8,2,10,-13,85*,0.2
CCOC(=O)C1CCCN(C(=O)Cn2sc3nc(C)cc(C)c3c2=O)C1 (stereo not drawn),-17,13,-1,2,0,2,-15,28,0.7
O=C1CNCc2[nH]c3ccccc3c2N1c1ccccc1,-3,5,2,-10,16,0,-6,-2,1
CCCCOC1(c2ccccc2)OC(=O)c2ccccc21 (stereo not drawn),-1,3,-11,12,18,x,-9,61*,0.4
Fc1ccc(-n2nnnc2-c2cnc(-c3cccs3)nc2C(F)(F)F)cc1,14,-10,-3,-6,16,x,-14,86*,0.1
COc1ccc(N2CC(C)Cn3c2nc2c3c(=O)n(Cc3ccccc3F)c(=O)n2C)c(OC)c1 (stereo not drawn),-6,5,3,-3,4,7,5,-5,1
O=C(COC(=O)c1cccnc1Nc1cccc(C(F)(F)F)c1)NCCN1C(=O)CSC1=O,-8,11,9,-46,24,3,-7,97*,0
COc1ccc2[nH]cc(C(=O)CN3CCCCC3C)c2c1 (stereo not drawn),-6,3,6,-18,-1,10,1,18,0.8
CN(C)CCOC(=O)CCc1ccccc1,4,-5,-8,21,8,10,-12,8,0.9
CCc1nc(SCC(=O)Nc2nnc(CC)s2)c2c(C)c(C)sc2n1,0,-1,1,8,9,x,-3,11,0.9
COc1cc(CCC(=O)N2CCN(c3ccc(N4CCOCC4)nn3)CC2)cc(OC)c1OC,-1,0,2,-35,6,15,-6,-6,1.1
Cc1cc2nc(SCC(=O)O)nc(C)c2cc1C,-1,5,-1,-6,4,9,-6,-14,1.1
O=C(NC1CCCCC1)NC1(C(=O)NCCCN2CCOCC2)CCCCC1,-7,6,3,-11,-1,6,-12,0,1
Cc1nc2cc(C(F)(F)F)ccc2n1C1CCN(C(=O)N2CCOCC2)CC1,1,-1,1,4,4,9,-14,27,0.7
c1ccc(-n2nnnc2SCc2ccccn2)cc1,-5,5,1,9,-6,1,0,28,0.7
CCOCC(O)CSCc1ccc(Cl)cc1 (stereo not drawn),2,0,11,-13,6,4,-5,-2,1
# The list continues:
SMILES,PTPN22 inh 2,PTPN22 act,EphB4 ephrin blk,PLK1 PBD inh,Rev-RRE block,Calb biofilm kill,PLK1 inh,CYP2C9 inh,CYP2C9 activ
CC(CNC(=O)CC(C)(C)C)NC(=O)CC(C)(C)C (stereo not drawn),-2,2,2,-9,6,4,4,x,x
Cc1cc(C)c(S(=O)(=O)N2CCCCC2)c(C)c1-n1ncnn1,-17,19,3,16,-1,-8,-12,-110,2.1*
Cn1c(CN2CCN(c3ccc(Cl)cc3)CC2)nc2ccccc21,-9,6,-4,21,11,3,2,15,0.9
O=C(CNC(=O)c1ccco1)OCC(=O)c1ccc2ccccc2c1,-8,7,-5,-23,-1,6,-8,1,1
CCOc1cc(/C=C2\CCC/C(=C\c3cc(Cl)c(O)c(OCC)c3)C2=O)cc(Cl)c1O,7,-4,10,-45,-1,x,-9,16,0.8
COCc1cc(=O)n2[nH]c(SCc3ccccc3)nc2n1,4,-2,-2,15,6,12,-14,-8,1.1
CCc1ccc(OCc2nnc(SCC(=O)NCc3ccco3)o2)cc1,-10,7,-3,19,1,7,5,-13,1.1
CCOC(=O)Cn1nnnc1CN(Cc1cccs1)Cc1cc2cc(C)ccc2[nH]c1=O,6,-5,8,-13,6,6,-5,32,0.7
O=C(CCCn1c(=S)[nH]c2ccsc2c1=O)NCc1ccco1,-6,4,-4,-25,4,2,-9,16,0.8
Cc1cc(/C=N/NC(=O)CC2(C)OCCO2)c(C)n1-c1ccc(Cl)c(Cl)c1,-13,8,5,5,-6,5,-7,x,x
Cc1cccc(N(CC(=O)N2CCOCC2)S(C)(=O)=O)c1,0,-2,-4,-18,4,5,-17,4,1
CCN(CC)c1ccc(NC(=O)c2cccc(OC)c2)c(C)c1,2,-4,4,-21,-1,6,-11,-150,2.5*
Cc1cc(=O)oc2cc(OCC(=O)OCC(=O)N3CCc4ccccc43)ccc12,3,0,-9,9,-1,7,-8,-9,1.1
CCOC(=O)C1CCN(Cc2c(O)ccc3ccccc23)CC1,-4,5,-1,-5,3,4,-9,x,x
CCCCCSc1nc(O)cc(=O)[nH]1,-3,4,7,-14,3,7,-10,26,0.7
c1ccc(-c2noc(C34CC5CC(CC(C5)C3)C4)n2)nc1,-8,4,7,-4,5,3,-15,0,1
CC(=O)NC(c1ccc(F)cc1)c1cccnc1 (stereo not drawn),-12,13,-1,8,-2,6,-5,x,x
O=C(C1CCCN1S(=O)(=O)c1cccc2cccnc12)N1CCc2ccccc21 (stereo not drawn),-4,0,0,12,5,3,-1,62*,0.4
CC(C)c1ccc(/C=N/NC(=O)CN(c2cccc(Cl)c2Cl)S(C)(=O)=O)cc1,-5,10,5,43,8,x,-10,1,1
CC(C)(C)c1cc(C(=O)N/N=C/c2ccc(F)cc2)n(-c2ccccc2)n1,6,-2,-5,-22,1,x,-9,65*,0.4
O=S(=O)(c1cccc2nsnc12)N1CCN(C/C=C\c2ccccc2)CC1,-2,5,-4,-5,13,6,0,16,0.8
CCOC(=O)c1cnc2ccc(C)cc2c1OCc1cc(F)cc(F)c1,18,-17,-2,-12,10,4,-7,42,0.6
O=C(O)C1C2CCC(O2)C1C(=O)Nc1cnn(Cc2ccccc2)c1 (stereo not drawn),-6,8,-2,2,4,2,-4,20,0.8
Cc1ccc(-n2c(C)nc3c(cnn3-c3ccc(F)cc3)c2=O)cc1,-2,2,4,3,7,10,-19,19,0.8
Cc1nn(-c2ccccc2)c2c1C(c1ccco1)C(C#N)=C(N)O2 (stereo not drawn),-1,2,1,-2,7,4,-14,79*,0.2

# Entries of single compounds, quoted from the list. Values in the order: PTPN22 inh 2 | PTPN22 act | EphB4 ephrin blk | PLK1 PBD inh | Rev-RRE block | Calb biofilm kill | PLK1 inh | CYP2C9 inh | CYP2C9 activ
# `Cc1cc(=O)oc2cc(OCC(=O)OCC(=O)N3CCc4ccccc43)ccc12` as listed: 3 | 0 | -9 | 9 | -1 | 7 | -8 | -9 | 1.1
# `CCOC(=O)Cn1nnnc1CN(Cc1cccs1)Cc1cc2cc(C)ccc2[nH]c1=O` as listed: 6 | -5 | 8 | -13 | 6 | 6 | -5 | 32 | 0.7

# (listing goes on)
SMILES,PTPN22 inh 2,PTPN22 act,EphB4 ephrin blk,PLK1 PBD inh,Rev-RRE block,Calb biofilm kill,PLK1 inh,CYP2C9 inh,CYP2C9 activ
CCOc1ccc(NS(=O)(=O)N(C)C)cc1,-9,8,-5,-12,3,0,-27,16,0.8
CCCC(=O)NC(=S)Nc1ccccc1C(F)(F)F,0,3,-1,3,3,x,-9,50*,0.5
COC(=O)c1cc2cc(NS(=O)(=O)c3ccc(C)cc3)ccc2s1,7,-5,-5,34,12,x,-15,x,x
Cc1ccccc1NC(=O)C1CC(=O)N(c2ccccc2F)C1 (stereo not drawn),8,-7,2,8,1,7,-11,-4,1
CC1CCC/C(=C\Nc2ccc(O)cc2)C1=O (stereo not drawn),-3,0,2,-19,0,7,-10,-7,1.1
CC(=O)Nc1ccc(N2CCOCC2)c(C(=O)Nc2cccc(C)c2)c1,8,-9,4,0,10,x,-7,50,0.5
c1ccc(OCc2nnc3sc(C4COc5ccccc5O4)nn23)cc1 (stereo not drawn),-6,2,-5,38,1,4,-7,32,0.7
Cc1ccc2c(CC(=O)OCn3nnc4ccccc4c3=O)coc2c1,-5,5,1,18,10,11,0,11,0.9
COc1cccc(NS(=O)(=O)c2c(C)cc(C)cc2C)c1,-9,7,0,2,15,2,-3,58*,0.4
CCCS(=O)(=O)c1c(S(=O)(=O)CCC)c2cnccn2c1C(=O)c1ccc(Cl)cc1,-3,2,2,26,11,-4,-6,6,0.9
CC1CN(Cc2cc(=O)[nH]c(C3CC3)n2)CC(C)O1 (stereo not drawn),1,0,-4,24,2,x,-9,-11,1.1
CNCCCOc1ccc(C)cc1Br,9,-12,-2,1,4,4,0,6,0.9
O=C(CCn1c(=O)oc2ccccc21)Nc1ccccc1,-7,6,2,3,3,0,-9,-6,1.1
Cc1ccc(C(=O)CCNc2ccc(Cl)cc2)o1,7,-4,5,15,1,2,4,37,0.6

# In the list so far, 12 have fluorine:
SMILES,PTPN22 inh 2,PTPN22 act,EphB4 ephrin blk,PLK1 PBD inh,Rev-RRE block,Calb biofilm kill,PLK1 inh,CYP2C9 inh,CYP2C9 activ
COc1ccc(CN(CCN2CCOCC2)C(=O)c2c(F)cccc2F)cc1OC,-1,1,-4,-2,6,9,8,37,0.6
CC(=O)OCc1c(C(F)(F)F)nn(C)c1Oc1ccccc1,x,x,-6,-15,0,x,-6,22,0.8
Fc1ccc(-n2nnnc2-c2cnc(-c3cccs3)nc2C(F)(F)F)cc1,14,-10,-3,-6,16,x,-14,86*,0.1
COc1ccc(N2CC(C)Cn3c2nc2c3c(=O)n(Cc3ccccc3F)c(=O)n2C)c(OC)c1 (stereo not drawn),-6,5,3,-3,4,7,5,-5,1
O=C(COC(=O)c1cccnc1Nc1cccc(C(F)(F)F)c1)NCCN1C(=O)CSC1=O,-8,11,9,-46,24,3,-7,97*,0
Cc1nc2cc(C(F)(F)F)ccc2n1C1CCN(C(=O)N2CCOCC2)CC1,1,-1,1,4,4,9,-14,27,0.7
CC(=O)NC(c1ccc(F)cc1)c1cccnc1 (stereo not drawn),-12,13,-1,8,-2,6,-5,x,x
CC(C)(C)c1cc(C(=O)N/N=C/c2ccc(F)cc2)n(-c2ccccc2)n1,6,-2,-5,-22,1,x,-9,65*,0.4
CCOC(=O)c1cnc2ccc(C)cc2c1OCc1cc(F)cc(F)c1,18,-17,-2,-12,10,4,-7,42,0.6
Cc1ccc(-n2c(C)nc3c(cnn3-c3ccc(F)cc3)c2=O)cc1,-2,2,4,3,7,10,-19,19,0.8
CCCC(=O)NC(=S)Nc1ccccc1C(F)(F)F,0,3,-1,3,3,x,-9,50*,0.5
Cc1ccccc1NC(=O)C1CC(=O)N(c2ccccc2F)C1 (stereo not drawn),8,-7,2,8,1,7,-11,-4,1

# Copied from the list:
# Reading of Cc1ccc2c(CC(=O)OCn3nnc4ccccc4c3=O)coc2c1 under PTPN22 inh 2: -5
# Reading of COC(=O)c1cc2cc(NS(=O)(=O)c3ccc(C)cc3)ccc2s1 under EphB4 ephrin blk: -5
